# RXFP1 ag: qHTS Assay for Agonists of the Relaxin Receptor RXFP1; Relaxin receptor 1 (Homo sapiens), Q9HBX9; HEK293T-RXFP1 cAMP TR-FRET, 30 min; response scale: percent of porcine relaxin response, buffer zero; Potency, µM (doses to about 57.5 µM), inactives show at the top dose activation, most hits filed as activators; 370,000 compounds, 0.3% hits; further: potency means the concentration at half of the fitted maximal effect; on the % scale 0 is the no-effect control and ±100 the full control effect; nearly all actives have a fitted effect of over 60% in size; many of its hits are not listed in these tables
#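 cAMP rise read by TR-FRET after 30 min, 37C compound exposure (up to 58 uM) in RXFP1-transfected HEK293 cells with Ro 20174 present. EC50 from Hill-equation fits, with 29 nM porcine relaxin as 100% and buffer as basal.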
# D2 PAM: HTS Assay for Positive Allosteric Modulators of the Human D2 Dopamine Receptor: Primary Screen for Potentiators; potentiation, % at 10 µM; 340,000 compounds, 0.34% hits; D(2) dopamine receptor (Homo sapiens), P14416; HEK293 T-REx D2, calcium flux, EC20 dopamine potentiation;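 active means potentiation over 3 SD above the plate norm, cut at about 30% in these data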; further: 0% is about no effect
# Target sequence (P14416 whole entry, looked up): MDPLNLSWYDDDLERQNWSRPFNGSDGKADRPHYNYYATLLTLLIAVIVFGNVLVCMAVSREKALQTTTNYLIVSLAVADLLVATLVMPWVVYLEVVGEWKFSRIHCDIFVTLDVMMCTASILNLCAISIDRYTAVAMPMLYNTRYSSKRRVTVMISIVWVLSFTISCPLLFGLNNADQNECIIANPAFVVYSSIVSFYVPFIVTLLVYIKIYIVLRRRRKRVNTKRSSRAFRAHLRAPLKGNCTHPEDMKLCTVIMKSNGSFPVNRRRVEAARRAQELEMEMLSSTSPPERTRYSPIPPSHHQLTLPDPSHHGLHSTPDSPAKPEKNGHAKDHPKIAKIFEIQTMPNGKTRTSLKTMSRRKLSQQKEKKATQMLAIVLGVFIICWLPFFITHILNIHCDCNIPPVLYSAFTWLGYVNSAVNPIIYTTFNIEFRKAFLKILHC
#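 Tetracycline-induced HEK293 T-REx cells force-coupled to calcium signalling expressed D2; compounds were pin-added after a 10 s baseline, read kinetically 180 s, then an EC20 dopamine challenge followed with a further 180 s calcium read.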
# D1 potentiator: Potentiators of Human D1 Dopamine Receptor: qHTS; D(1A) dopamine receptor (Homo sapiens), P21728; HEK293 TREx D1 cells, calcium flux, dopamine EC20 potentiation; potentiation, % at 10 µM; 360,000 compounds, 0.036% hits; in the data active means potentiation above about 30%; further: 0% is about no effect
# D1 ag: Allosteric Agonists of the Human D1 Dopamine Receptor: qHTS | activation, % at 2 µM | 360,000 compounds, 1% hits | HEK293 T-REx D1 cells, calcium flux, agonist mode | D(1A) dopamine receptor (Homo sapiens), P21728 | AID 504660, 2011; in the data active means activation above about 30%; further: 0% is about no effect
#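 Inducible HEK293 T-REx D1 cells, force-coupled to calcium signalling, were plated at 4000 cells/well with tetracycline and held overnight at 30 C. After no-wash calcium dye loading, compound-evoked calcium rise over 180 s flagged agonists.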
# D1 antag: Antagonist of Human D 1 Dopamine Receptor: qHTS. 360,000 compounds, 3.2% hits. D(1A) dopamine receptor (Homo sapiens), P21728. activity change, negative = inhibition, % at 10 µM. HEK293 TREx D1 cells, calcium flux, dopamine EC80; hits give low values; in the data active means activity change below about -30%; further: on the % scale 0 is the no-effect control and ±100 the full control effect
#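 Inducible Hek293 Trex D1 cells (tetracycline, overnight, 30 C). Calcium dye 30–90 min RT. Antagonist mode: EC80 dopamine added after 180 s compound read.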
# Vif-APOBEC3G blk: qHTS for Inhibitors of Vif-A3G Interactions: qHTS; DNA dC->dU-editing enzyme APOBEC-3G (Homo sapiens), Q9HC16; HeLa A3G-eYFP + Vif (tagged APOBEC3G with the HIV-1 protein that degrades it), YFP fluorescence, overnight; Potency, µM (series often up to 46.1 µM), inactives show at the top dose activity, negative = active, most hits filed as inhibitors; 410,000 compounds, 0.076% hits; AID 602310, 2012;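 further: potency means the concentration at half of the fitted maximal effect; on the % scale 0 is the no-effect control and ±100 the full control effect; nearly all actives have a fitted effect of over 60% in size; hits raise eYFP signal because A3G escapes Vif-driven loss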
# Target sequence (Q9HC16 whole entry, looked up): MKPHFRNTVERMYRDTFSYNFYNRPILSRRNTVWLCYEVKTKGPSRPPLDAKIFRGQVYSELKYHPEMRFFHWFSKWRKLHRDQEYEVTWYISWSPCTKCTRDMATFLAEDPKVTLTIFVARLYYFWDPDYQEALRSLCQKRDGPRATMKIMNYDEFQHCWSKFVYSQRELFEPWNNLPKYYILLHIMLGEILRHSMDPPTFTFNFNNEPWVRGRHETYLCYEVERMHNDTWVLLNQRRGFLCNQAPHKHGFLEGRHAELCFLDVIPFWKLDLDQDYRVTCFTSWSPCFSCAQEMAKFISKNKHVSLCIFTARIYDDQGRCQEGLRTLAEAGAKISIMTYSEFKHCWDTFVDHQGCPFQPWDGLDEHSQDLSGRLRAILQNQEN
#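 HeLa cells stably expressing Vif and C-terminally eYFP-tagged A3G, seeded overnight at 37 deg C, then exposed to compound by pintool overnight at 37 deg C. Rise in yellow fluorescence (Ex 488/Em 500-530, Acumen) marks blocked Vif-driven A3G degradation.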
# Vif-A3F inh: qHTS for Inhibitors of Vif-A3F Interactions: qHTS. HeLa A3F-eYFP + Vif (tagged APOBEC3F with the HIV-1 protein that degrades it), YFP fluorescence increase. 390,000 compounds, 0.2% hits. AID 602313, 2012. Potency, µM (top dose mostly 46.1 µM), for inactives: top-dose activity, negative = active; further: potency means the concentration at half of the fitted maximal effect; % of control where 0% means no effect; nearly all actives have a fitted effect of over 65% in size
#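 HeLa cells stably expressing A3F-eYFP plus Vif, plated and incubated overnight at 37 deg C, then exposed to compounds overnight at 37 deg C. Blocked degradation read as raised yellow fluorescence (Ex 488/Em 500-530).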
# GRP78 ERSR act: qHTS for Inducers of the Endoplasmic Reticulum Stress Response (ERSR) in Human Glioma: qHTS; Potency, µM, for inactives: at the highest dose activation, hits mostly activators; U87-MG GRP78 promoter luciferase reporter, 16 h; 420,000 compounds, 0.02% hits; further: potency means the concentration at half of the fitted maximal effect; series mostly up to about 76 µM; % of control where 0% means no effect; nearly all actives have a fitted effect of over 35% in size
#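 Stably transfected U87-MG human glioma cells carrying a GRP78-based luminescent sensor were seeded at 1000 cells/well, pin-dosed with compounds and incubated 16 h. Luciferase reagent was then added, and end-point luminescence was read after 10 min at room temperature.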
# LDHA inh: qHTS assay for inhibitors of human lactate dehydrogenase; L-lactate dehydrogenase A chain (Homo sapiens), P00338; purified LDHA, NADH/diaphorase-resazurin fluorescence; hits give low values; activity change, % (values are at about 110 or 230 µM); 480,000 compounds, 0.15% hits; AID 1347041, 2019; in the data active means activity change below about -30%; inconclusive means mostly about -25% to -30%;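 further: plate controls were DMSO wells for no effect and wells without enzyme for full effect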
#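 LDH5 2 nM; NADH 0.06 mM, pyruvate 0.2 mM; 200 mM Tris pH 7.4, EDTA, Tween-20; 5 min RT. Detection: diaphorase 0.133 mg/mL + resazurin 37 µM, fluorescence ex540/em590 at 0 and 20 min; normalized to enzyme-free and DMSO wells.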
# Active calls of the source: *; ? = inconclusive; / = not tested or not shown; & = joins results of further samples. Unless noted, the call rests on the fitted dose curve; in most records, active means well fitted curve in the direction sought with a large enough effect; inconclusive means small, poorly fitted or top-dose-only effect, or another doubt; inactive means no such curve, though single readings can be large; an effect the other way counts as inactive or inconclusive. These rows are one share of the data; count on the stated rates, not on these rows.
# Every second line gives: D1 potentiator | D2 PAM | Vif-APOBEC3G blk | D1 ag | Vif-A3F inh | LDHA inh | RXFP1 ag | D1 antag | GRP78 ERSR act
1: N#Cc1ccc(C(=O)N2CCN(S(=O)(=O)c3ccc(Cl)s3)CC2)cc1
  -5 | 2 | 1% | 2 | -8% | -3 | 0.0% | -16 | -4%
2: O=C(C[n+]1cc(-c2ccc(Cl)cc2)n2c1CCCCC2)c1ccccc1
  -5 | -18 | 1% | 0 | -6% | 2 | -2.9% | -2 | -2%
3: Cc1cc2n(n1)C(c1cccs1)Nc1ccccc1-2 (configuration not stated)
  5 | -2 | 0% | 0 | -2% | -2 | -2.3% | 11 | 7%
4: COc1ccccc1Nc1ncnc2c1cnn2-c1cccc(C)c1
  -8 | 6 | 0% | 0 | 1% | -1 | 1.5% | -6 | 9%
5: CC/C(=N\N=C1\SC(C)C(=O)N1Cc1ccco1)c1ccccc1 (configuration not stated)
  3 | 6 | -8% | 8 | -6% | -3 | -1.5% | -1 | -5%
6: COC(=O)CSc1nc(NC(C)C)nc(N(C)C)n1
  -2 | 0 | 1% | 6 | 0% | -1 | 0.8% | 0 | -1%
7: CCCCCn1c(=O)[nH]c2cc(C(=O)N3CCN(c4cccc(OC)c4)CC3)ccc2c1=O
  0 | 6 | 2% | 2 | -9% | 3 | 2.3% | -22 | -3%
8: COc1cccc2cc(C(=O)Oc3ccccc3)c(=O)oc12
  -2 | 14 | -4% | 2 | 3% | -1 | -0.7% | 26 | -1%
9: Cc1c(Cl)c([N+](=O)[O-])nn1CCCC(=O)Nc1cc(Cl)ccc1Cl
  2 | -18 | 1% | -1 | -22% | -1 | -0.2% | -3 | -1%
10: O=C(NCCCc1nc2ccccc2n1Cc1ccc(F)cc1)C1CCCCC1
  -1 | -3 | -3% | -3 | 4% | 4 | -0.5% | 1 | -3%
11: CCOc1ccc(NC(=O)CCCn2nc(C)c3c(C)n(-c4ccccc4)nc3c2=O)cc1
  -8 | -2 | -8% | -1 | 2% | -3 | 0.2% | -5 | -3%
12: CSCC(=O)N1CCCC(CNC(=O)c2ccc(-c3ccccc3)cc2)C1 (configuration not stated)
  -2 | 5 | -1% | 5 | 5% | -1 | 1.0% | 1 | 6%
13: COc1ccc(NC(=S)Nc2ccc(C)c(Cl)c2)cc1OC
  -6 | -1 | 3% | 2 | ? | 2 | -0.3% | / | -2%
14: Cc1nn(-c2ccccc2)c2nc(C(Cl)(Cl)Cl)[nH]c(=O)c12
  -1 | -8 | 6% | 3 | 3% | -9 | -0.9% | -1 | -3%
15: CCOC(=O)C1CCN(C(=O)C(C)Oc2ccc(C(=O)c3ccccc3)cc2)CC1 (configuration not stated)
  / | 1 | -2% | 9 | -24% | 1 | 0.0% | -10 | -3%
16: CCNC(=S)NCCN1CCOCC1
  0 | 5 | 3% | 3 | -8% | 0 | 1.1% | 6 | -4%
17: COc1ccc(S(=O)(=O)N2CCCC(C(=O)NCc3ccccn3)C2)cc1Cl (configuration not stated)
  -10 | 9 | -1% | 2 | -1% | 3 | -0.6% | 6 | -3%
18: CCN(Cc1ccccc1)Cc1c(O)ccc2c(=O)c(-c3ccccc3Cl)coc12
  -1 | -16 | / | 0 | / | -7 | -0.5% | -13 | /
19: Cc1nc(NC(=O)CN(C)S(=O)(=O)c2ccc(Cl)cc2)sc1C
  -1 | -3 | 0% | 0 | -8% | 5&-4 | 1.5% | -2 | -5%
20: COC(=O)C(C)Oc1cc(OC(C)C(=O)OC)c2c(C)c(Cl)c(=O)oc2c1 (configuration not stated)
  3 | 4 | -2% | 1 | -2% | -3 | 23% | 11 | 40µM*
21: COc1ccccc1Nc1ccc([N+](=O)[O-])cn1
  -4 | 9 | 1% | 1 | -4% | 1 | -1.5% | 3 | 0%
22: COc1ccc(S(=O)(=O)N(C)c2ccc(C(=O)Nc3ccccc3C(=O)N3CCOCC3)cc2)cc1OC
  -4 | 12 | -1% | 2 | -14% | 0 | 2.2% | 0 | -3%
23: O=C(c1ccco1)N(Cc1ccc(Cl)cc1)Cc1ccco1
  -5 | -3 | 0% | 2 | 10% | -7 | -0.3% | 4 | -5%
24: COc1cccc(CNC(=O)Cn2c(=O)oc3ccccc32)c1OC
  7 | 11 | 0% | 4 | -8% | -1 | -0.8% | 2 | -1%
25: COc1ccccc1OCC(=O)N/N=C/c1cccc2cccnc12
  -10 | 9 | -23% | 0 | ? | -7 | -2.4% | -11 | 0%
26: COc1cc(C(=O)OCC(=O)Nc2cc(-c3cc(C)c(C)cc3C)nn2-c2ccccc2)cc(OC)c1OC
  -4 | -2 | 1% | 4 | -12% | -3 | 0.7% | 4 | -2%
27: COc1ccc(CCNC(=O)COc2cc(C)cc3oc(=O)cc(C)c23)cc1OC
  -1 | 9 | -1% | 4 | -4% | 0 | 2.2% | 1 | -3%
28: O=C(NN1C(=O)C2C3C=CC(O3)C2C1=O)c1cccc(Br)c1 (configuration not stated)
  -1 | -5 | 0% | 0 | -3% | -3 | -0.8% | / | 2%
29: O=CNC1CCCc2c1[nH]c1ccc(Cl)cc21 (configuration not stated)
  -2 | 5 | -22% | 2 | -1% | 1 | 0.7% | -37* | 2%
30: NC(=O)C1CCN(c2ccc(C(F)(F)F)cc2[N+](=O)[O-])CC1
  -4 | 15 | 0% | 3 | -1% | -2 | 2.4% | -17 | 1%
31: CCn1cc(Br)c(C(=O)Nc2cccc(SC)c2)n1
  -6 | -6 | 0% | 0 | -4% | 2 | 0.0% | -8 | 5%
32: CCC(=O)Nc1cc(C(=O)O)ccc1Sc1ccccc1
  -2 | -5 | -1% | 11 | -5% | -4 | -0.5% | 3 | -1%
33: COc1cccc(C2CC(=O)Nc3cc(C)c(C)cc32)c1 (configuration not stated)
  / | / | ? | / | -17% | -1 | / | / | 0%
34: CC(C)CC(NC(=O)c1ccc(Cl)cc1)C(=O)O (configuration not stated)
  -4 | 22 | 0% | 4 | 0% | -1 | 0.0% | 2 | -2%
35: O=C(Nc1nc(-c2ccccc2)cs1)c1ccc(N2CCOCC2)c([N+](=O)[O-])c1
  -12 | -5 | -13% | 4 | -7% | -3 | 0.5% | -12 | -6%
36: COCC(=O)N=Nc1c(O)[nH]c2ccccc12
  -2 | -9 | -1% | 3 | -9% | 0 | -1.6% | 2 | -3%
37: O=C(CCN1C(=O)C2C3C=CC(C3)C2C1=O)Nc1c(F)cc(F)cc1Br (configuration not stated)
  -4 | 6 | -2% | -1 | 12% | 0 | 2.2% | 9 | -3%
38: COc1ccccc1CNC(=O)C(C)n1ccc2cc(S(=O)(=O)N3CCCC3)ccc21 (configuration not stated)
  1 | -3 | -5% | 2 | 4% | -10 | 3.7% | -5 | -2%
39: CCCC1Nc2ccc(C(=O)O)cc2C2C=CCC12 (configuration not stated)
  -6 | 9 | 0% | 4 | -14% | 5 | 3.1% | -15 | -4%
40: Cc1ccc(NC(=O)Cn2nnc(C(=O)NCc3ccc4c(c3)OCO4)c2N)cc1
  -8 | 18 | -2% | 1 | 1% | -9 | 2.6% | -3 | -8%
41: O=C(COC(=O)c1cccc([N+](=O)[O-])c1)Nc1ncc(Br)s1
  / | / | -2% | / | -3% | -5 | / | / | -4%
42: CNc1nc(SCc2ccc(C)cc2)nc2c1CCCC2
  -10 | 15 | -4% | 15 | 4% | -2 | 1.6% | 4 | -6%
43: CCCn1c(C)cc(/C=C(\C#N)C(=O)OCC(=O)Nc2cccc(OC)c2)c1C
  -8 | 18 | 0% | 1 | -16% | 3 | 0.6% | -5 | -5%
44: O=C(NCC(c1ccco1)S(=O)(=O)c1cccs1)c1ccc(F)cc1 (configuration not stated)
  0 | -2 | 0% | 2 | -15% | -3 | 1.0% | -7 | -2%
45: O=C(O)CNC(=O)c1ccc(N2CCOCC2)cc1[N+](=O)[O-]
  -2 | 15 | 2% | 1 | 10% | -3 | 3.8% | 4 | -4%

# Bioassay records as filed in PubChem BioAssay.
